Bioassay records deposited in PubChem BioAssay by The Scripps Research Institute Molecular Screening Center.
FBW7 activator = activators of human E3 ligase FBW7 | Q969H0 | AlphaScreen FBW7–phospho-cyclin E peptide binding, activator screen | normalized activity (activation), % at 26.1 µM | hit rate 0.13% among 650,000; in the data active = normalized activity above about 1.9%;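 note: purified mutant Fbw7 with reduced substrate affinity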
GPR151 activ = activators of human GPR151; Q8TDV0; PathHunter beta-arrestin GPR151 cells, luminescence; activation, % at 11.2 µM; hit rate 1% among 650,000; in the data active = activation above about 4.9%;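 note: 0% = median of compound wells and 100% = cells with positive control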
Target sequence (Q8TDV0 whole entry, looked up): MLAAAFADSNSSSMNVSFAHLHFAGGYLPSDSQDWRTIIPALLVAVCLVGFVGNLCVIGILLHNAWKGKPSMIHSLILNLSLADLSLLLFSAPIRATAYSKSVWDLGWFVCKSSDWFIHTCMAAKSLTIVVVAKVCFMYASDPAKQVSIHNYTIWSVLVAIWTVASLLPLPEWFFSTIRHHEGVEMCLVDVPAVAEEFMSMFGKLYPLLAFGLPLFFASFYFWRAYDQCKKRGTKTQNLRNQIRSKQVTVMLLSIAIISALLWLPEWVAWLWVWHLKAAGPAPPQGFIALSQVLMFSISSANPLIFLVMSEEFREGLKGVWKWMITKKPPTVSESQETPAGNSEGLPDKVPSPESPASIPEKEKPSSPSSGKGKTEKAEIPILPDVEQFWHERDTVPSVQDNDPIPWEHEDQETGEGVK
TEAD-YAP inh = TEAD-YAP interaction inhibition. hit rate 1.4% among 640,000. HEK-TIYL cells, TEAD-Gal4/YAP UAS-luciferase luminescence. inhibition, % at 9.12 µM. AID 1259422; in the data active = inhibition above about 32%;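 note: 0% = median of test compound wells and 100% = reference inhibitor wells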
MITF primary = blocks human microphthalmia-associated transcription factor; inhibition, % at 2.6 µM; AlphaScreen MITF homodimerization, bead proximity signal; hit rate 0.91% among 650,000; in the data active = inhibition above about 50%;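 note: 0% = vehicle wells with protein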
Target sequence (O75030 whole entry, looked up): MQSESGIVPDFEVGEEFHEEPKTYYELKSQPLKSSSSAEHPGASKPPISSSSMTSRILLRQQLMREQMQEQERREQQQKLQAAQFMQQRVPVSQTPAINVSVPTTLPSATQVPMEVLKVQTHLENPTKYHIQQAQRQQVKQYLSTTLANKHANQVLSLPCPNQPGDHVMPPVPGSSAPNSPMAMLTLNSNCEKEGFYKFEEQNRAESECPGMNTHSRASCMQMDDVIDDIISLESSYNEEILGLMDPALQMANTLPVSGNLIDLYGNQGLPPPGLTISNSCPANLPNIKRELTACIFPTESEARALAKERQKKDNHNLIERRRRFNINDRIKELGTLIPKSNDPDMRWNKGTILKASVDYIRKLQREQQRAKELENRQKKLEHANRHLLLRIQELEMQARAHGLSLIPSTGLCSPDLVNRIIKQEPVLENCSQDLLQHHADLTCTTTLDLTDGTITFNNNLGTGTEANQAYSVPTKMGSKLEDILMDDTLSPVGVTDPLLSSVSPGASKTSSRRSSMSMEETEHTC
* = called active by the depositor; & = joins results of further samples.

Start of the data: the first two compounds, ahead of the listing:
`O=[N+]([O-])c1ccc2c(c1)S(=O)(=O)N=C2Nc1ccccc1Cl` gave FBW7 activator -0.1, GPR151 activ 2.7, TEAD-YAP inh -5 and MITF primary 7.
Screening COc1ccc(C2C(C#N)=C(N)Oc3cc(C)n(Cc4ccco4)c(=O)c32)c(OC)c1OC (configuration not stated) returned FBW7 activator 0.0, GPR151 activ -0.5, TEAD-YAP inh 4 and MITF primary -14.

The whole of this part (from the top)
`O=[N+]([O-])c1ccc2c(c1)S(=O)(=O)N=C2Nc1ccccc1Cl` gave FBW7 activator -0.1, GPR151 activ 2.7, TEAD-YAP inh -5 and MITF primary 7.
Screening COc1ccc(C2C(C#N)=C(N)Oc3cc(C)n(Cc4ccco4)c(=O)c32)c(OC)c1OC (configuration not stated) returned FBW7 activator 0.0, GPR151 activ -0.5, TEAD-YAP inh 4 and MITF primary -14.
For CCOc1ccccc1C(=O)NC1=NCCS1 the results were FBW7 activator 0.0, GPR151 activ -0.4, TEAD-YAP inh 9 and MITF primary -12.
CCOC(=O)c1c(NC(=O)CSc2nnc(CNC(=O)COc3ccccc3)n2-c2ccc(Br)cc2)sc2c1CCC2 was read as FBW7 activator 0.3, GPR151 activ 0.4, TEAD-YAP inh 5 and MITF primary 22.
COCC1=C(C(=O)OC)C(c2ccncc2)C(C#N)=C(N)O1 (configuration not stated) was read as FBW7 activator -0.1, GPR151 activ 0.1, TEAD-YAP inh 15 and MITF primary 17.
For O=[N+]([O-])c1cccc(CN2CCN(S(=O)(=O)c3ccc4ccccc4c3)CC2)c1 the results were FBW7 activator -0.3, GPR151 activ -0.3, TEAD-YAP inh -2 and MITF primary 62*.
Screening CCNC(=O)N1CCc2nc(-c3ccncc3)nc(N3CCCCC3)c2C1 returned FBW7 activator 0.4, GPR151 activ -0.4, TEAD-YAP inh -3 and MITF primary 12.
Screening COc1ccccc1-n1cc(C(=O)N2CCCC(CO)(Cc3ccccc3C)C2)cn1 (configuration not stated) returned FBW7 activator 0.0, GPR151 activ -0.1, TEAD-YAP inh -13 and MITF primary 16.
CC1=C(C(=O)OCc2ccccc2)C(c2cn(-c3ccccc3)nc2-c2ccccc2)C(C(=O)OCc2ccccc2)=C(C)N1 was read as FBW7 activator 0.0, GPR151 activ -2.2, TEAD-YAP inh -9 and MITF primary -10.
Screening Cc1ccc(Cl)cc1NC(=O)c1ccc(N2CC3CC(C2)c2cccc(=O)n2C3)c(NC(=O)c2cc3ccccc3oc2=O)c1 (configuration not stated) returned FBW7 activator -0.1, GPR151 activ -2.2, TEAD-YAP inh -8 and MITF primary -3.
For COCCNC(=O)c1ccc2c(=O)n(Cc3ccc(Cl)cc3)c(SCc3cc(C(C)=O)ccc3OC)nc2c1 the results were FBW7 activator 0.3, GPR151 activ -0.3, TEAD-YAP inh 7 and MITF primary 11.
Screening CCOc1ccc(-n2c(SCC3CCCCO3)nnc2-c2cccnc2)cc1 (configuration not stated) returned FBW7 activator 0.1, GPR151 activ -1.3, TEAD-YAP inh 2 and MITF primary 5.

Sorted by count of non-hydrogen atoms (lowest first): part of the list above
For CCOc1ccccc1C(=O)NC1=NCCS1 the results were FBW7 activator 0.0, GPR151 activ -0.4, TEAD-YAP inh 9 and MITF primary -12.
COCC1=C(C(=O)OC)C(c2ccncc2)C(C#N)=C(N)O1 (configuration not stated) was read as FBW7 activator -0.1, GPR151 activ 0.1, TEAD-YAP inh 15 and MITF primary 17.
Screening CCOc1ccc(-n2c(SCC3CCCCO3)nnc2-c2cccnc2)cc1 (configuration not stated) returned FBW7 activator 0.1, GPR151 activ -1.3, TEAD-YAP inh 2 and MITF primary 5.
For COCCNC(=O)c1ccc2c(=O)n(Cc3ccc(Cl)cc3)c(SCc3cc(C(C)=O)ccc3OC)nc2c1 the results were FBW7 activator 0.3, GPR151 activ -0.3, TEAD-YAP inh 7 and MITF primary 11.
CC1=C(C(=O)OCc2ccccc2)C(c2cn(-c3ccccc3)nc2-c2ccccc2)C(C(=O)OCc2ccccc2)=C(C)N1 was read as FBW7 activator 0.0, GPR151 activ -2.2, TEAD-YAP inh -9 and MITF primary -10.

Continuation:
Screening O=C(Nc1ccccc1)c1ccccc1OCC(O)Cn1cnc2ccccc21 (configuration not stated) returned FBW7 activator 0.5, GPR151 activ 3.1, TEAD-YAP inh 2 and MITF primary -8.
For Cc1cc(C(=O)CSc2ncnc3sccc23)c(C)n1Cc1ccco1 the results were FBW7 activator 0.1, GPR151 activ 0.7, TEAD-YAP inh -2 and MITF primary -12.
Screening CC(N)=NCc1cccc(CN)c1 returned FBW7 activator 0.1&1.2, GPR151 activ -0.7&0.7, TEAD-YAP inh -8 and MITF primary 0&3.
`O=C(Cn1c(C2CC2)nc2c(cnn2-c2ccccc2)c1=O)N1CCOCC1` gave FBW7 activator 0.1, GPR151 activ 1.1, TEAD-YAP inh 12 and MITF primary -16.
CCCc1cc(=O)[nH]c(Nc2cc(Cl)ccc2OC)n1 was read as FBW7 activator -0.1, GPR151 activ 4.0, TEAD-YAP inh 9 and MITF primary 2.
Cc1cc(-c2ccccc2)nc(N2CCC(C(=O)NCc3ccc(F)cc3)CC2)n1 was read as FBW7 activator 0.5, GPR151 activ 0.7, TEAD-YAP inh -9 and MITF primary 16.
CC(=O)Nc1ccc(Nc2nc(N3CCc4ccccc4C3)nc3c2ncn3-c2ccccc2)cc1 was read as FBW7 activator 0.3, GPR151 activ -1.7, TEAD-YAP inh -1 and MITF primary 16.
O=C(O)c1ccccc1NC(=O)C1CCCN(S(=O)(=O)c2cccc3nsnc23)C1 (configuration not stated) was read as FBW7 activator 0.3, GPR151 activ 1.4, TEAD-YAP inh 28 and MITF primary 3.
CC(O)CNCCCSc1ccc(Cl)cc1 (configuration not stated) was read as FBW7 activator 0.0, GPR151 activ -0.3, TEAD-YAP inh 2 and MITF primary 44.
Screening COC(=O)Cc1nnc(Nc2cccc(C)c2)c2ccccc12 returned FBW7 activator -0.2, GPR151 activ 0.9, TEAD-YAP inh 6 and MITF primary 5.
For N#CC1=C(N)OC(c2ccccc2)=C(Sc2ccc([N+](=O)[O-])cc2)C1c1cccnc1 (configuration not stated) the results were FBW7 activator -0.1, GPR151 activ 1.9, TEAD-YAP inh 8 and MITF primary 11.
For Cc1cnc(CCNC2CCN(c3ccc(NC(=O)c4ccccc4F)cc3)CC2)[nH]1 the results were FBW7 activator -0.4, GPR151 activ 0.0, TEAD-YAP inh -10 and MITF primary 19.
Screening O=C1C2C3C=CC(CC3)C2C(=O)N1/N=C/c1cc([N+](=O)[O-])ccc1O (configuration not stated) returned FBW7 activator 0.0, GPR151 activ 0.5, TEAD-YAP inh 4 and MITF primary 3.
For CCOc1cc(C(=S)N2CCOCC2)ccc1OCc1ccccc1 the results were FBW7 activator -0.1, GPR151 activ 0.2, TEAD-YAP inh 1 and MITF primary -1.
Screening CN(C)c1ccc(/C=N/NC(=O)Cn2cnc([N+](=O)[O-])n2)cc1 returned FBW7 activator 0.0, GPR151 activ 0.6, TEAD-YAP inh -3 and MITF primary 6.
`CCc1ccc(-n2nc3ccc(NC(=O)c4ccccc4Br)cc3n2)cc1` gave FBW7 activator -0.1, GPR151 activ -1.4, TEAD-YAP inh -9 and MITF primary 3.
`COCCCNCCOCCOc1ccc(C)cc1Cl` gave FBW7 activator 0.0, GPR151 activ 2.6, TEAD-YAP inh 1 and MITF primary 38.
Screening COc1ccccc1NC(=O)C1=C(C)NC(SCC(=O)Nc2ccc(C)c(Cl)c2)=C(C#N)C1c1ccc(C)o1 (configuration not stated) returned FBW7 activator 0.1, GPR151 activ -0.6, TEAD-YAP inh 13 and MITF primary 13.
`COc1ccc(-c2nc(CNS(=O)(=O)c3cccc(F)c3)cs2)cc1` gave FBW7 activator -0.3, GPR151 activ -0.2, TEAD-YAP inh 0 and MITF primary 7.
O=C(CN(C(=O)c1ccc(Cl)cc1)N1C(=O)CCC1=O)c1ccc(Br)cc1 was read as FBW7 activator 0.2, GPR151 activ 1.4, TEAD-YAP inh 16 and MITF primary 7.
`Cc1cccc(NC(=O)CSc2nnc(Cc3cccn3C)n2C)c1` gave FBW7 activator -0.2, GPR151 activ -0.6, TEAD-YAP inh 1 and MITF primary 19.
COc1ccc(C(=O)N(C)c2ccccc2)cc1S(=O)(=O)N1CCCC1 was read as FBW7 activator -0.3, GPR151 activ 5.2*, TEAD-YAP inh -5 and MITF primary 4.
Screening COc1ccc2sc(N(Cc3ccco3)C(=O)c3cc(C)on3)nc2c1 returned FBW7 activator -0.1, GPR151 activ -1.0, TEAD-YAP inh -17 and MITF primary -14.
COc1ccc(NC(=O)C2(N(C(=O)CNC(C)=O)c3ccc(C)cc3)CCCCC2)cc1 was read as FBW7 activator -0.2, GPR151 activ -0.9, TEAD-YAP inh 0 and MITF primary -12.
For CC(C)CNC(=O)C(=O)NCc1ccc(Cl)cc1Cl the results were FBW7 activator 0.1, GPR151 activ -0.1, TEAD-YAP inh 2 and MITF primary 5.
Screening CCNC(=S)NCCCNc1nc2ccc(OCC)cc2cc1C#N returned FBW7 activator 0.2, GPR151 activ -0.3, TEAD-YAP inh -17 and MITF primary -18.
`COc1ccc(OC)c(NC2=NS(=O)(=O)C(c3ccc(C)cc3)=C2C)c1` gave FBW7 activator 0.1, GPR151 activ -0.5, TEAD-YAP inh 10 and MITF primary 20.
Cc1cc(NCc2ccccc2)nc(Nc2ccc(C(F)(F)F)cc2)n1 was read as FBW7 activator 0.0, GPR151 activ 0.8, TEAD-YAP inh 12 and MITF primary -8.
Screening CCC(C)(C)C1CCc2oc3c(cc(NS(=O)(=O)c4ccc(Cl)cc4)c4ccccc43)c2C1 (configuration not stated) returned FBW7 activator 0.1, GPR151 activ 1.4, TEAD-YAP inh 1 and MITF primary 0.
For CCOc1ccc(/C=C(/NC(=O)c2ccccc2)C(N)=O)cc1 the results were FBW7 activator 0.3, GPR151 activ -0.5, TEAD-YAP inh -2 and MITF primary 16.
Screening CCOc1cc(C#N)ccc1OCC(=O)N1CCc2ccccc2C1 returned FBW7 activator 0.0, GPR151 activ 1.3, TEAD-YAP inh 1 and MITF primary 3.
Screening Nc1c(C(=O)c2ccc(F)c(F)c2)oc2ccccc12 returned FBW7 activator 0.4, GPR151 activ 0.9, TEAD-YAP inh -16 and MITF primary 1.
Screening C=CCc1c(C)nc(SCC(N)=O)[nH]c1=O returned FBW7 activator -0.1, GPR151 activ 0.8, TEAD-YAP inh -4 and MITF primary 9.
O=C(O)CCC(=O)N1CCc2cc(S(=O)(=O)NCC3COc4ccccc4O3)ccc21 (configuration not stated) was read as FBW7 activator 0.1, GPR151 activ -0.1, TEAD-YAP inh 6 and MITF primary 4.
Screening C/C1=C\[C@@H](O)[C@@H](C(C)C)C(OC(=O)c2ccc(O)cc2)C/C(C)=C/CC1 (some centres not stated) returned FBW7 activator 0.0, GPR151 activ -1.1, TEAD-YAP inh -13 and MITF primary 17.
For CN1CCN(C(=O)CCCOc2cc(=O)n(C)c3ccccc23)CC1 the results were FBW7 activator 0.1, GPR151 activ 0.1, TEAD-YAP inh -1 and MITF primary -5.
O=C(CCN(Cc1ccc(Cl)cc1)S(=O)(=O)c1ccc(Br)cc1)NO was read as FBW7 activator 0.0, GPR151 activ 0.2, TEAD-YAP inh -3 and MITF primary 3.
Screening Cc1nc(Cl)c(C(=O)Nc2ccc(Cl)c(Cl)c2)c(C)c1Cl returned FBW7 activator 0.0, GPR151 activ 0.4, TEAD-YAP inh 4 and MITF primary 0.
CCCNc1cc(C)nc(NC2CCN(Cc3ccccc3)CC2)n1 was read as FBW7 activator 0.1, GPR151 activ 0.4, TEAD-YAP inh 0 and MITF primary 9.
For Cc1ccc(NC(=O)Cn2nnc(-c3ccccc3NC(=O)C3CCCCC3)n2)cc1 the results were FBW7 activator 0.0, GPR151 activ 0.0, TEAD-YAP inh -6 and MITF primary 5.
Cn1c(=O)oc2cc(S(=O)(=O)N3CCC(C(=O)NCc4cccs4)CC3)ccc21 was read as FBW7 activator 0.0, GPR151 activ 0.1, TEAD-YAP inh 9 and MITF primary 12.
For Cc1cc(C)n2nc(CC(=O)NC3CCCCC3C)nc2n1 (configuration not stated) the results were FBW7 activator -0.1, GPR151 activ 0.4, TEAD-YAP inh -7 and MITF primary 1.
Cc1ccn2cc(-c3cccc(NC(=O)/C=C\C(=O)O)c3)nc2c1 was read as FBW7 activator 0.4, GPR151 activ -2.6, TEAD-YAP inh -27 and MITF primary 11.
O=C(Nc1cccc(OC(F)(F)F)c1)c1ccc(Br)o1 was read as FBW7 activator 0.1, GPR151 activ 0.8, TEAD-YAP inh 4 and MITF primary 0.
`COCC(C)n1c(C)cc(C(=O)COC(=O)c2cccc(C)c2C)c1C` (configuration not stated) gave FBW7 activator -0.1, GPR151 activ -0.5, TEAD-YAP inh 46* and MITF primary 7.
For Cc1ccc(S(=O)(=O)N(CCc2ccccc2)CC(=O)N/N=C/c2ccco2)cc1 the results were FBW7 activator 0.1, GPR151 activ -0.7, TEAD-YAP inh 9 and MITF primary -14.
`O=C(Nc1ccc(Cl)c(Cl)c1)C1C2C=CC3(O2)C1C(=O)N(CCN1CCCCCC1)C3C(=O)NC1CCCCC1` (configuration not stated) gave FBW7 activator 0.1, GPR151 activ -0.1, TEAD-YAP inh 1 and MITF primary -12.

Outcome played no part in choosing rows; 3.4% or so of the library scored in one or more.
